VEEV TC-83 Vero = inhibitors of VEEV TC-83 cytopathic effect, confirmation, Vero cells (AID 588727). Vero cells, VEEV TC-83 cytopathic effect inhibition; higher % means a stronger effect. inhibition, % at 20 µM; hits with a dose series show IC50 in µM. 350,000 tested, 0.13% active; in the data active means a potency from the dose series; inconclusive means inhibition mostly from about 14% at the one dose, without a potency; inactive means the rest, 99 in 100 with inhibition below about 12%; further: strong numbers were not always called active
Salmonella PhoP GFP = Inhibition of PhoP regulon, Salmonella typhi GFP reporter cells, confirmation, 4 h (AID 1850). 310,000 tested, 0.33% active. Salmonella Typhi PhoP-promoter GFP reporter, fluorescence, 4 h; higher % means a stronger effect. one-dose inhibition, % at 50 µM; IC50 in µM for titrated hits; in the data active means a potency from the dose series; inconclusive means inhibition mostly from about 25% at the one dose, without a potency; inactive means the rest, 99 in 100 with inhibition below about 19%;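 further: 0% = induced wells with vehicle and 100% = uninduced wells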
M. tuberculosis HTS = M. tuberculosis growth inhibition, HTS (AID 449762) | inhibition, % at 25 µM; hits with a dose series show IC50 in µM | M. tuberculosis H37Rv growth inhibition, 7H9 media; higher % means a stronger effect | 330,000 tested, 0.59% active; in the data active means a potency from the dose series; inconclusive means inhibition above about 70% without an active follow-up result;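 further: bacterial growth assessed after seven days of incubation; strong numbers were not always called active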
M. tuberculosis = growth inhibition of non-replicating M. tuberculosis (AID 488890); Mycobacterium tuberculosis non-replicating, growth inhibition; higher % means a stronger effect; inhibition, % at 25 µM, or IC50 in µM where a hit was titrated; 320,000 tested, 0.39% active; in the data active means a potency from the dose series; inconclusive means inhibition mostly from about 82% at the one dose, without a potency; inactive means the rest, 99 in 100 with inhibition below about 76%;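 further: plate controls were DMSO cells for no effect and high antibiotic wells for full effect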
H1N1 NS1A inhibition = NS1A inhibition, H1N1 influenza, cell based functional assay (AID 504329) | NS1A functional cell-based assay, percent inhibition; higher % means a stronger effect | inhibition, % at 12.5 µM; hits with a dose series show IC50 in µM | 340,000 tested, 0.3% active; in the data active means a potency from the dose series; inconclusive means inhibition above about 27% without an active follow-up result; further: strong numbers were not always called active
VEEV TC-83 Vero 10K pilot screen = recorded beside VEEV TC-83 Vero, whose call it bears; inhibition, %; measured here: 10K pilot screen inhibition
* hit, by the source's call.

For CC(C)C(=O)Nc1cc2c(cc1C(=O)c1ccccc1)OCCO2 the results were VEEV TC-83 Vero 2.7%, Salmonella PhoP GFP 4%, M. tuberculosis HTS 4%, M. tuberculosis 4% and H1N1 NS1A inhibition 6%.
Screening COc1ccccc1CNC(=O)CS(=O)(=O)c1ccc(C)cc1 returned VEEV TC-83 Vero 3.5%, Salmonella PhoP GFP -3%, M. tuberculosis HTS -8%, M. tuberculosis 6% and H1N1 NS1A inhibition -4%.
COc1ccc(C2=CCCC2)c(OC)c1 was read as VEEV TC-83 Vero inactive and H1N1 NS1A inhibition -2%.
For Cc1cc(C)n(CC(=O)O)n1 the results were VEEV TC-83 Vero 2.0%, Salmonella PhoP GFP 0%, M. tuberculosis HTS -2%, M. tuberculosis -8%, H1N1 NS1A inhibition 15% and VEEV TC-83 Vero 10K pilot screen 0.3.
Screening Cc1sc(/C=C2\C(=O)ON=C2c2ccccc2)cc1Br returned Salmonella PhoP GFP -4%, M. tuberculosis HTS inconclusive and M. tuberculosis inconclusive.
For Cc1cccc(N2CCN(C(=O)CCCn3c(=O)c4cccn4c4cccnc43)CC2)c1C the results were VEEV TC-83 Vero 13%, Salmonella PhoP GFP 3%, M. tuberculosis HTS 16%, M. tuberculosis 46% and H1N1 NS1A inhibition -2%.
For CC(C)CCN(C(=S)NC(=O)C1CCCCC1)c1c(N)n(Cc2ccccc2)c(=O)[nH]c1=O the results were VEEV TC-83 Vero 4.2%, Salmonella PhoP GFP -16%, M. tuberculosis HTS 2%, M. tuberculosis inconclusive and H1N1 NS1A inhibition -7%.
Cc1cc(C)c(S(=O)(=O)c2ccccc2)c(OC(=O)c2ccc(Cl)cc2Cl)n1 was read as VEEV TC-83 Vero 0.2%, Salmonella PhoP GFP -9%, M. tuberculosis HTS 0%, M. tuberculosis -5% and H1N1 NS1A inhibition 4%.
`COc1ccc(NC(=O)C(=O)N/N=C(\C)CC(=O)Nc2cc(C)ccn2)c(OC)c1` gave VEEV TC-83 Vero 6.5%, Salmonella PhoP GFP -11%, M. tuberculosis HTS -5%, M. tuberculosis 5% and H1N1 NS1A inhibition -1%.
For c1ccc(COc2ccc3nocc3c2)cc1 the results were VEEV TC-83 Vero 0.6%, Salmonella PhoP GFP -5%, M. tuberculosis HTS 4%, M. tuberculosis 17% and H1N1 NS1A inhibition -3%.
Screening Clc1ccccc1Oc1cnc2ccccc2n1 returned VEEV TC-83 Vero 2.0%, Salmonella PhoP GFP 10%, M. tuberculosis HTS 14%, M. tuberculosis 15% and H1N1 NS1A inhibition 1%.
Cc1cc(C)nc(NC(=O)c2c(Cl)cccc2Cl)n1 was read as VEEV TC-83 Vero inactive, Salmonella PhoP GFP -6%, M. tuberculosis HTS -2%, M. tuberculosis -7% and H1N1 NS1A inhibition -4%.
CCN(CC)S(=O)(=O)c1ccc(OC)c(NC(=O)CC2CCCC2)c1 was read as VEEV TC-83 Vero inactive, Salmonella PhoP GFP -1%, M. tuberculosis HTS -2%, M. tuberculosis -10% and H1N1 NS1A inhibition 9%.
Screening C#CCn1c(=NC(=O)c2ccc(S(=O)(=O)N3CCc4ccccc4C3)cc2)sc2cc(S(N)(=O)=O)ccc21 returned VEEV TC-83 Vero inconclusive, Salmonella PhoP GFP -14%, M. tuberculosis HTS -3%, M. tuberculosis -7% and H1N1 NS1A inhibition -5%.
`CCOc1cc(/C=N/NC(=O)C(=O)NCCCOC(C)C)cc(Br)c1O` gave VEEV TC-83 Vero 0.3%, Salmonella PhoP GFP 2%, M. tuberculosis HTS -4%, M. tuberculosis -14% and H1N1 NS1A inhibition 0%.
C/C(=N\Nc1nc2ccccc2[nH]1)c1ccc(N2CCOCC2)cc1 was read as VEEV TC-83 Vero 4.5%, Salmonella PhoP GFP 0%, M. tuberculosis HTS 6%, M. tuberculosis inactive and H1N1 NS1A inhibition 15%.
Cc1ccc(C(=O)N(C)c2ccc(OCC(=O)N3c4ccc(C)cc4C4CN(C)CCC43)cc2)cc1 (configuration not stated) was read as VEEV TC-83 Vero 0.5%, Salmonella PhoP GFP 21%, M. tuberculosis HTS -2%, M. tuberculosis 19% and H1N1 NS1A inhibition 9%.
For O=C(NCCc1c[nH]c2ccc(Cl)cc12)c1ccc([N+](=O)[O-])cc1 the results were VEEV TC-83 Vero inactive, Salmonella PhoP GFP 11%, M. tuberculosis HTS -3%, M. tuberculosis 2% and H1N1 NS1A inhibition 0%.
For O=C(COc1ccc(F)cc1F)N1CCCCCCC1 the results were VEEV TC-83 Vero inactive, Salmonella PhoP GFP 3%, M. tuberculosis HTS 17%, M. tuberculosis 37% and H1N1 NS1A inhibition -24%.
COc1cc(CNCCNC(=O)c2nonc2N)ccc1OCc1ccc(Cl)nc1 was read as VEEV TC-83 Vero inactive, Salmonella PhoP GFP -2%, M. tuberculosis HTS 8%, M. tuberculosis 44% and H1N1 NS1A inhibition -9%.
COC(=O)c1sccc1NC(=O)c1ccc(Br)o1 was read as VEEV TC-83 Vero 1.4%, Salmonella PhoP GFP -6%, M. tuberculosis HTS 0%, M. tuberculosis 64%, H1N1 NS1A inhibition 3% and VEEV TC-83 Vero 10K pilot screen 1.5.
For COc1ccc(-c2noc(Cc3cccs3)n2)cc1 the results were VEEV TC-83 Vero 4.0%, Salmonella PhoP GFP -4%, M. tuberculosis HTS 1%, M. tuberculosis 55% and H1N1 NS1A inhibition -19%.
Screening COC(=O)C1=C(N)Oc2cc(C)n(CCCn3ccnc3)c(=O)c2C1c1ccc(Cl)cc1 (configuration not stated) returned VEEV TC-83 Vero 6.6%, Salmonella PhoP GFP 9%, M. tuberculosis HTS -7%, M. tuberculosis 19% and H1N1 NS1A inhibition -6%.
`O=C(CNC(=O)c1ccc(Br)o1)NC12CC3CC(CC(C3)C1)C2` gave VEEV TC-83 Vero 1.4%, Salmonella PhoP GFP -4%, M. tuberculosis HTS 6%, M. tuberculosis -4% and H1N1 NS1A inhibition -1%.
Screening O=c1[nH]c(Cc2ccccc2Cl)nc2ccccc12 returned VEEV TC-83 Vero 0.8%, Salmonella PhoP GFP 7%, M. tuberculosis HTS -5%, M. tuberculosis -10% and H1N1 NS1A inhibition 3%.
For c1ccc(C(c2ccccn2)c2ccccn2)cc1 the results were VEEV TC-83 Vero 0.7%, Salmonella PhoP GFP -2%, M. tuberculosis HTS -5%, M. tuberculosis -14% and H1N1 NS1A inhibition -4%.
For O=C(CSc1nnc(-c2cccs2)o1)Nc1cccc(S(=O)(=O)N2CCCCC2)c1 the results were VEEV TC-83 Vero 1.2%, Salmonella PhoP GFP -4%, M. tuberculosis HTS 1%, M. tuberculosis -1% and H1N1 NS1A inhibition -6%.
Screening CC1(c2ccccc2)NC(=O)N(N)C1=O (configuration not stated) returned VEEV TC-83 Vero 0.5%, Salmonella PhoP GFP 2%, M. tuberculosis HTS -4%, M. tuberculosis -14% and H1N1 NS1A inhibition -1%.
For Cn1c(-c2sc3ccccc3c2Cl)n[nH]c1=S the results were VEEV TC-83 Vero 0.2%, Salmonella PhoP GFP 10%, M. tuberculosis HTS 10%, M. tuberculosis 57% and H1N1 NS1A inhibition -9%.
`Cc1ccc(S(=O)(=O)N2CCCC2)cc1C(=O)O` gave VEEV TC-83 Vero inactive, Salmonella PhoP GFP -12%, M. tuberculosis HTS 3%, M. tuberculosis -3% and H1N1 NS1A inhibition -6%.

Six successive records from above, for reference:
Screening O=c1[nH]c(Cc2ccccc2Cl)nc2ccccc12 returned VEEV TC-83 Vero 0.8%, Salmonella PhoP GFP 7%, M. tuberculosis HTS -5%, M. tuberculosis -10% and H1N1 NS1A inhibition 3%.
For c1ccc(C(c2ccccn2)c2ccccn2)cc1 the results were VEEV TC-83 Vero 0.7%, Salmonella PhoP GFP -2%, M. tuberculosis HTS -5%, M. tuberculosis -14% and H1N1 NS1A inhibition -4%.
For O=C(CSc1nnc(-c2cccs2)o1)Nc1cccc(S(=O)(=O)N2CCCCC2)c1 the results were VEEV TC-83 Vero 1.2%, Salmonella PhoP GFP -4%, M. tuberculosis HTS 1%, M. tuberculosis -1% and H1N1 NS1A inhibition -6%.
Screening CC1(c2ccccc2)NC(=O)N(N)C1=O (configuration not stated) returned VEEV TC-83 Vero 0.5%, Salmonella PhoP GFP 2%, M. tuberculosis HTS -4%, M. tuberculosis -14% and H1N1 NS1A inhibition -1%.
For Cn1c(-c2sc3ccccc3c2Cl)n[nH]c1=S the results were VEEV TC-83 Vero 0.2%, Salmonella PhoP GFP 10%, M. tuberculosis HTS 10%, M. tuberculosis 57% and H1N1 NS1A inhibition -9%.
`Cc1ccc(S(=O)(=O)N2CCCC2)cc1C(=O)O` gave VEEV TC-83 Vero inactive, Salmonella PhoP GFP -12%, M. tuberculosis HTS 3%, M. tuberculosis -3% and H1N1 NS1A inhibition -6%.

(listing goes on)
COc1ccc(NC(=O)c2ccc(-c3nn(C)c(=O)c4ccccc34)cc2)cc1C(N)=O was read as VEEV TC-83 Vero 0.2%, Salmonella PhoP GFP -5%, M. tuberculosis HTS 2%, M. tuberculosis 3% and H1N1 NS1A inhibition -10%.
CCCCOC(=O)Nc1nnc(CC(=O)NCc2ccccc2)s1 was read as VEEV TC-83 Vero 0.4%, Salmonella PhoP GFP -4%, M. tuberculosis HTS 6%, M. tuberculosis 19% and H1N1 NS1A inhibition 1%.
COc1ccccc1Oc1coc2cc(OCC(N)=O)ccc2c1=O was read as VEEV TC-83 Vero inactive, Salmonella PhoP GFP -7%, M. tuberculosis HTS 0% and H1N1 NS1A inhibition -18%.
For O=C(CN1CCN(c2ccccn2)CC1)Nc1ccc(OCc2ccccc2)cc1 the results were VEEV TC-83 Vero 2.4%, Salmonella PhoP GFP 8%, M. tuberculosis HTS inconclusive, M. tuberculosis 75% and H1N1 NS1A inhibition 10%.
CC(=O)c1c(N2CCN(C(=O)C3CCCO3)CC2)nc(=S)n(-c2ccccc2)c1C (configuration not stated) was read as VEEV TC-83 Vero 2.0%, Salmonella PhoP GFP -2%, M. tuberculosis HTS 0%, M. tuberculosis 10% and H1N1 NS1A inhibition -3%.
COCCn1c(C)cc(C(=O)CSc2nc(C)c(C)c(C)n2)c1C was read as VEEV TC-83 Vero 1.6%, Salmonella PhoP GFP 6%, M. tuberculosis HTS -6%, M. tuberculosis 1% and H1N1 NS1A inhibition 1%.
COc1ccc(NCC(=O)N/N=C2\CCc3ccccc32)cc1 was read as VEEV TC-83 Vero 4.8%, Salmonella PhoP GFP 2%, M. tuberculosis HTS 60%, M. tuberculosis 57% and H1N1 NS1A inhibition 6%.
Screening Cn1c(=O)c2c(nc(N/N=C/c3c(O)n(C4CCCCC4)c(=S)[nH]c3=O)n2C)n(C)c1=O returned VEEV TC-83 Vero 0.2%, Salmonella PhoP GFP -8%, M. tuberculosis HTS 10%, M. tuberculosis 11% and H1N1 NS1A inhibition 10%.
`Cc1c(Cl)c([N+](=O)[O-])nn1CC(=O)NCc1ccco1` gave VEEV TC-83 Vero 1.0%, Salmonella PhoP GFP -6%, M. tuberculosis HTS 0%, M. tuberculosis 3% and H1N1 NS1A inhibition -4%.
`O=[N+]([O-])c1cccc(-c2c(-c3ccccc3)ncc3cc(F)ccc23)c1` gave VEEV TC-83 Vero 0.8%, M. tuberculosis HTS 1%, M. tuberculosis 54% and H1N1 NS1A inhibition 6%.
Screening COc1ccc2oc(C(=O)Nc3ccc(S(=O)(=O)N(C)C4CCN(C)CC4)cc3)c(C)c2c1 returned VEEV TC-83 Vero 4.1%, Salmonella PhoP GFP -6%, M. tuberculosis HTS inconclusive, M. tuberculosis 67% and H1N1 NS1A inhibition -9%.
CCCNS(=O)(=O)c1ccc(CCC(=O)NCc2ccco2)cc1 was read as VEEV TC-83 Vero 3.5%, Salmonella PhoP GFP 5%, M. tuberculosis HTS -7%, M. tuberculosis 16% and H1N1 NS1A inhibition 7%.
`CN(C)c1ccc(/C=C/c2nc3ccccc3c(=O)n2CCO)cc1` gave VEEV TC-83 Vero 9.1%, Salmonella PhoP GFP 2%, M. tuberculosis HTS 12%, M. tuberculosis 0% and H1N1 NS1A inhibition -9%.
For O=S1(=O)c2cccc3cccc(c23)N1CCBr the results were VEEV TC-83 Vero 1.2%, Salmonella PhoP GFP 7%, M. tuberculosis HTS 1%, M. tuberculosis -9% and H1N1 NS1A inhibition -9%.
Screening C=CCn1c(N)c(C(=O)NCCC2=CCCCC2)sc1=S returned VEEV TC-83 Vero 2.5%, Salmonella PhoP GFP -16%, M. tuberculosis HTS 1%, M. tuberculosis 72% and H1N1 NS1A inhibition 30%.

Source: PubChem BioAssay
